Lipid storage S3 – qHTS Assay for Lipid Storage Modulators in Drosophila S3 Cells; Drosophila S3 cells, BODIPY lipid droplet fluorescence, 18-24 h; cells fed with added oleic acid; lipid storage change, negative = inhibition, % at the top dose, mostly 46.1 µM; hits show Potency in µM; 320,000 compounds, 0.64% hits; AID 2685; active means well fitted inhibition curve with a large enough effect in the signal ratio, with a control signal flat, not every such curve was filed as active; inconclusive means small, poorly fitted or top-dose-only effect, or effect the other way, or a change in a side signal; the % refers to the signal ratio
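Drosophila S3 cells loaded with oleic acid (400 uM, as added) and compounds at several concentrations; lipid droplets imaged by 488-nm laser-scanning cytometry, 500–530 nm intensity and object ratio to cell channel. Percent activity normalized to 20 uM Triacsin C.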
Lipid storage S3 cell count max – recorded beside Lipid storage S3, whose call it bears; cell number change, %; measured here: cell count max response;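 cells counted by Cell Tracker Red CMTPX staining in the red channel; peak over a dose series mostly up to 46.1 µM; percent activity relative to internal control wells on each plate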
Starred values were filed as active, the others as inactive; i = inactive; ? = inconclusive; nt = no result given. On the % scale 0 is the no-effect control and ±100 the full control effect; potency means the concentration at half of the fitted maximal effect.

SMILES	Lipid storage S3 cell count max	Lipid storage S3
CCCCNCc1cccn1-c1ccccc1	-9	-5%
CN(C(=O)C(C)(C)C)c1ccc(OCC(=O)N2CCc3ccccc3C2)cc1	nt	?
CC(=O)Oc1ccc(C23CC4CC(CC(C4)C2)C3)cc1C(=O)O	nt	?
CN(C)c1cccc(NC(=O)c2cccc3ccccc23)c1	-12	-3%
O=C1c2cccc3cccc(c23)C(=O)N1CCN1CCN(C(=S)Nc2ccccc2)CC1	-13	-12%
COc1ccccc1CNc1nc2ccccc2n1CCN1CCCCC1	14	i
Cc1nnc(SCC(=O)Nc2ccc([N+](=O)[O-])cc2)n1C	nt	?
COc1ccc(-c2nc(-c3ccccc3)nc(N3CCN(C)CC3)c2C#N)cc1	8	6%
COc1ccc(-n2ncc3c(=O)n(CC(=O)Nc4ccc5c(c4)OCCO5)cnc32)cc1	nt	?
CCCNS(=O)(=O)c1ccc(C(=O)NCC2CCCO2)cc1 (stereo not given)	nt	i
O=C(COc1nncc2ccccc12)Nc1ccc(F)c(F)c1	nt	22%
C=CCc1cccc(/C=N/NC(=O)c2ccc3nc[nH]c3c2)c1O	nt	?
CCOc1ccc2oc(C(=O)NC(C)(C)CC)c(C)c2c1	-22	6%
C/C(=C\c1ccccc1)C(=O)NCCc1ccccc1	4	18%
Cn1c(=O)n(Cc2ccccc2)c(=O)c2c1nc1n2CCN1Cc1ccco1	11	4%
COc1ccc(/C=N/NC2=NCCCCC2)cc1	nt	i
Cc1cc(NC(=S)N(Cc2ccc(Cl)cc2)Cc2ccc(C(=O)O)cc2)ccc1Cl	nt	?
CCOC(=O)c1c(NC(=O)CN2CCCc3ccccc32)sc(C)c1C	-2	-11%
COc1cc(/C=N/Nc2nc(-c3ccc(S(=O)(=O)N(C)C)cc3)cs2)ccc1O	17	6%
Cc1ccccc1NC(=O)CN1C(=O)NC(C)(CCc2ccccc2)C1=O (stereo not given)	nt	12%
O=C(COC(=O)c1ccc2ccccc2c1O)NCc1ccccc1	nt	?
Cc1ccc(C2(C)NC(=O)N(CC(=O)N3CCN(S(=O)(=O)c4ccc(Cl)s4)CC3)C2=O)cc1 (stereo not given)	nt	?
CC(=O)c1cccc(NC(=O)Nc2ccc(C(=O)N3CCOCC3)cc2)c1	nt	?
O=C(Nc1ccc(N2CCN(C(=O)c3ccccc3)CC2)cc1)c1ccc(Br)o1	nt	i
Cc1ccc(C2C(C#N)=C(N)Oc3cc(C)oc(=O)c32)o1 (stereo not given)	nt	?
O=S(=O)(NCCCN1CCOCC1)c1ccc2ccccc2c1	-23	-10%
CCN(CC)C(=O)Cn1cnc2sc(C)c(S(=O)(=O)N3CCC(C)CC3)c2c1=O	nt	?
CC(=O)c1cc2c(cc1NC(=O)Cn1cnc3ccccc3c1=O)OCO2	nt	?
c1ccc(-c2cc(-c3nc4ccccc4[nH]3)c3ccccc3n2)cc1	nt	?
CCCCN1C(=O)c2ccc(C(=O)Nc3ccc(C)c(S(=O)(=O)N(C)C)c3)cc2C1=O	nt	?
O=C(Nc1ccc2c(c1)OCCO2)C1CCCN(S(=O)(=O)c2cccc3nsnc23)C1 (stereo not given)	nt	?
Cc1cccc(NS(=O)(=O)c2ccc(C(=O)N3CCCC3)cc2)c1C	nt	?
CC(=O)c1ccc(OCC(C)Oc2ccc(C#N)cc2)cc1 (stereo not given)	-2	0%
Cc1ccc(NC(=O)Nc2nnc(-c3ccncc3)s2)cc1	-9	-12%
CC(C)CC(NC(=O)C(CC(C)C)NC(=O)OC(C)(C)C)C(=O)O (stereo not given)	nt	?
O=C(c1cc(-c2ccc(Cl)cc2Cl)on1)N1CCOCC1	10	i
Cc1cccc(C)c1NC(=O)N1CC(C)OC(C)C1 (stereo not given)	nt	?
Cc1cc(NC(=O)CCC(=O)N(c2ccc(F)cc2)C(C(=O)NC2CCCC2)c2ccccc2)no1 (stereo not given)	nt	?
CCOC(=O)CCCCC(=O)c1[nH]c(=O)[nH]c1CSc1nnc2c3cc(Br)ccc3n(C)c2n1	5	8%
COC(=O)c1ccccc1NC(=O)NN1CCN(C)CC1	nt	?
COC(=O)c1cc(NC(=O)CCc2c(C)nc3ncnn3c2C)cc(C(=O)OC)c1	nt	?
ClC(Cl)(c1nnnn1-c1ccccc1)c1nnnn1-c1ccccc1	nt	?
O=C(NCc1ccc2c(c1)OCO2)c1cc(-c2ccncc2)nc2ccccc12	nt	?
COCCNC(=S)NC(=O)c1ccc(C(C)(C)C)cc1	nt	?
CC(=O)c1c(C)n(-c2ccccc2)c2ccc(OCC(O)CN3CCOCC3)cc12 (stereo not given)	nt	?
O=C(Nc1nc2ccccc2s1)c1ccc([N+](=O)[O-])o1	24	-8%
CCOC(=O)C1=C(CS(=O)(=O)c2ccc(C)cc2)NC(=O)NC1c1ccc(O)c(OC)c1 (stereo not given)	4	13%
O=S(=O)(c1ccc(Br)s1)N1CCC2(CC1)OCCO2	nt	?
CC(NC(=O)CCc1nnc(-c2ccc(-c3ccccc3)cc2)o1)c1nccs1 (stereo not given)	9	-5%
CN1CCN(C2=NCCO2)CC1	nt	-12%

The results go on:
SMILES	Lipid storage S3 cell count max	Lipid storage S3
CCOc1ccccc1C(=O)NCC(=O)NCCc1ccc(S(N)(=O)=O)cc1	nt	?
COc1ccc(CCN(Cc2nc3ccccc3c(=O)[nH]2)C(=O)c2ccco2)cc1	11	i
Cc1ccc(CS(=O)(=O)Cc2ccc(C(=O)NCCCN3CC(C)CC(C)C3)o2)cc1 (stereo not given)	nt	2%
O=C(NCc1ccccc1)C(=O)c1cn(CC(=O)N2CCOCC2)c2ccccc12	-4	i
CN(CC(=O)N1CC=C(c2ccccc2)CC1)S(=O)(=O)c1ccc2c(c1)c(=O)n(C)c(=O)n2C	nt	?
O=C1c2ccccc2C(O)N1Cc1ccccc1 (stereo not given)	nt	?
COc1ccc(C(=O)C2CCCN(C(=O)c3ccc4nccnc4c3)C2)c(C)c1 (stereo not given)	-11	21%
COc1cccc(C(=O)NNC(=O)C(=O)Nc2cccc(Cl)c2C)c1	nt	?
COc1ccc(CN(C)C(=O)c2cnc(C)cn2)c(OC)c1OC	nt	?
Cc1cccc(CC(C)NC(=O)c2cc(COc3ccc(F)cc3F)on2)n1 (stereo not given)	17	i
COc1ccc(NC(=O)Nc2ccc(F)cc2)cn1	nt	?
COCCCN1CN(S(=O)(=O)c2ccc(Cl)cc2)c2nc3ccccc3nc21	nt	?
CCCCn1c(SCC(=O)O)nc2ccccc21	nt	?
CCC(CC)C(=O)Nc1nnc(CCc2ccccc2)s1	10	15%
CCN(CC(=O)Nc1ccc(OC)cc1)C(=O)c1ccc2c(c1)NC(=O)C(C)S2 (stereo not given)	nt	25%
COC(=O)CCC(=O)OC1(C)C(=O)C=C2C=C(C3CC3)N(CCc3ccccn3)C=C2C1=O (stereo not given)	4	0%
CCOC(=O)C1=C(c2ccccc2)N=C2SCC(=O)N2C1c1ccc(O)c(OC)c1 (stereo not given)	nt	i
CS(=O)(=O)c1cccc(C(=O)N(CCc2ccccc2)Cc2cccs2)c1	nt	?
COc1ccc(/C=C/C(=O)NC(=S)N2CCOCC2)cc1	18	23%
CN(CC(=O)Nc1ccc(S(=O)(=O)N2CCOCC2)cc1)Cc1ccc(F)cc1	nt	?
COc1ccc(C(=O)N/C(=C\c2cn(S(=O)(=O)N(C)C)c3ccccc23)C(=O)NC(C)C)cc1	nt	?
Cc1nn(-c2ccccc2)c(C)c1/C=N\N1CCN(c2ccc(Cl)cc2)CC1	nt	?
CSCCC(NS(=O)(=O)c1ccc2[nH]c(=O)c(=O)[nH]c2c1)C(=O)O (stereo not given)	21	1%
Cc1cc(=O)n2cc(-c3ccccc3)nc2[nH]1	nt	?
COc1ccc(-n2ncc3c(NCc4ccc5c(c4)OCO5)ncnc32)cc1	nt	?
CC(=O)c1ccc(N2CCN(CC(=O)Nc3cc(C)on3)CC2)cc1	nt	?
C/C(=N\NC(=O)CCc1c[nH]c2ccccc12)c1ccc([N+](=O)[O-])cc1	nt	?
CCCc1nnc(NC(=O)CN2C(=O)C3C4C=CC(C4)C3C2=O)s1 (stereo not given)	-15	-6%
CCOc1ccc(OCC)c(NC(=O)CSCCc2ccccn2)c1	nt	?
Cc1ccc(C(=O)NC(=S)Nc2ccc(S(=O)(=O)N3CCN(C)CC3)cc2)cc1	nt	?
O=C(NC1CCCN(CCc2ccccc2)C1)c1c[nH]c2ccccc12 (stereo not given)	13	-3%
CCC1=NN(C(=O)c2cccc([N+](=O)[O-])c2)C(O)(c2ccc(C)cc2)C1 (stereo not given)	8	-7%
Cc1cc(C)c(OCC(=O)N(Cc2ccc(N(C)C)cc2)C2CCS(=O)(=O)C2)c(C)c1 (stereo not given)	0	-1%
O=C(CN(CC1CCCO1)S(=O)(=O)c1ccc(S(=O)(=O)NC2CC2)cc1)Nc1ccccc1 (stereo not given)	nt	?
O=C(Nc1ccccc1Oc1ccccc1)C1=COCCO1	nt	?
CCN(CC)S(=O)(=O)c1cccc(NC2=NCC(C)S2)c1 (stereo not given)	nt	?
O=C1CN(c2ccc(Br)cc2)C(=O)N1CC(=O)N1CCCc2ccccc21	nt	?
O=C(Nc1cccnc1)Nc1cccc(F)c1	nt	?
O=C(NCC(c1ccco1)N1CCc2ccccc2C1)c1ccccc1 (stereo not given)	nt	?
CCC(C(=O)NC1CCCC1)n1nc(C)n2c(cc3occc32)c1=O (stereo not given)	-20	i
CCOCCCNC(=O)c1ccc2c(=O)n(Cc3ccc(OC)cc3)c(=O)[nH]c2c1	nt	?
COc1cc(C(=O)OCC#N)ccc1OCc1c(C)noc1C	10	6%
CN(C)CC(C)(C)CNS(=O)(=O)c1ccc(Cl)cc1	28	1%
CCc1noc(C)c1C(=O)N1CCN(S(=O)(=O)c2ccc(Br)cc2)CC1	11	10%
CSS(=O)(=O)c1cccc2cccnc12	-62*	2.6µM*
O=c1nc(N2CCOCC2)ccn1-c1nc(-c2ccccc2)sc1-c1ccccc1	9	1%
CC(OC(=O)c1cccc(NS(C)(=O)=O)c1)C(=O)Nc1ccc2c(c1)OCO2 (stereo not given)	-6	6%
NS(=O)(=O)c1ccc(CCNC(=O)c2cnc(Cl)c(Cl)c2)cc1	nt	?
CCOC(=O)c1c(S(=O)(=O)N2c3ccccc3CC2C)c(C)n(C)c1C (stereo not given)	nt	?
CSC1=NC(C)(C)C=C(/C=C/c2ccc(Cl)cc2)N1	-24	i

Sorted by SMILES length (rising): part of the list above
SMILES	Lipid storage S3 cell count max	Lipid storage S3
CSC1=NC(C)(C)C=C(/C=C/c2ccc(Cl)cc2)N1	-24	i
CC(OC(=O)c1cccc(NS(C)(=O)=O)c1)C(=O)Nc1ccc2c(c1)OCO2 (stereo not given)	-6	6%
Cc1ccc(C(=O)NC(=S)Nc2ccc(S(=O)(=O)N3CCN(C)CC3)cc2)cc1	nt	?
C/C(=N\NC(=O)CCc1c[nH]c2ccccc12)c1ccc([N+](=O)[O-])cc1	nt	?

An excerpt of these results, with two lines to a compound.
Values run as follows: Lipid storage S3 cell count max, Lipid storage S3
Cc1cc(C)c(OCC(=O)N(Cc2ccc(N(C)C)cc2)C2CCS(=O)(=O)C2)c(C)c1 (stereo not given)
 : 0, -1%
O=C(CN(CC1CCCO1)S(=O)(=O)c1ccc(S(=O)(=O)NC2CC2)cc1)Nc1ccccc1 (stereo not given)
 : nt, ?
O=C(Nc1ccccc1Oc1ccccc1)C1=COCCO1
 : nt, ?

Other compounds follow.
SMILES	Lipid storage S3 cell count max	Lipid storage S3
CC(C)C(=O)Nc1nnc(S(=O)(=O)N2CCc3ccccc32)s1	25	-10%
Cc1cccc(OCc2nnc(SCC(=O)O)n2-c2ccccc2)c1	0	18%
O=C(NC1CCCCC1)C(=S)NCCc1ccccc1	nt	?
Cc1cc(Oc2ccc(Cl)cc2)nc(-c2ccccc2O)n1	nt	?
CCN(C(=O)CSc1ncccn1)C1CCS(=O)(=O)C1 (stereo not given)	nt	?
O=C(O)c1ccc(Nc2cc(Cl)c3nonc3c2[N+](=O)[O-])cc1	nt	?
CC1=C(C(=O)OCc2ccc3c(c2)OCO3)C(c2ccc(F)cc2)NC(=O)N1 (stereo not given)	nt	?
CCC(c1nnc(SCC(=O)Nc2nnc(-c3ccccc3)o2)n1Cc1ccccc1)N(C)C (stereo not given)	-21	-13%
Cc1ccc(NC(=O)c2ccc(Cl)c(N3C(=O)C=CC3=O)c2)cc1	nt	?
Cc1c(OCC(=O)NCCCN2CCOCC2)ccc2c3c(c(=O)oc12)CCCC3	nt	?
O=C(O)CCCC(=O)N1CC(=O)Nc2ccccc21	nt	?
COc1ccc(-n2c(CNc3ccc(C)cc3)nnc2SCC(=O)Nc2nc(-c3ccccc3)cs2)cc1	-11	6%
S=C(NCCN1CCOCC1)Nc1cccc2ccccc12	0	17%
CCS(=O)(=O)N1CCN(c2ccccc2F)CC1	2	14%
N#CCCN1CCN(C(=O)c2c(N)no[n+]2[O-])CC1	nt	?
Fc1ccc(C2=Nn3c(nnc3-c3ccco3)SC2)cc1	8	10%
O=C(O)c1ccc(/C=N/N2CCN(Cc3ccccc3)CC2)cc1	nt	?
COc1ccc(Cl)cc1NC(=O)C12CCC(C)(C(=O)O1)C2(C)C (stereo not given)	3	22%

High-throughput results (PubChem)

Some of the compounds tested; the hit share may differ from the screen's.
